# UDG counter: Primary qHTS assay for inhibitors of Activation Induced Cytidine Deaminase (AID): UDG Counterscreen signal; Uracil-DNA glycosylase; FRET deamination/UDG coupled assay, UDG read, 4 h; Potency, µM (doses to about 115 µM), inactives show top-dose activity change, negative = inhibition, usual class: inhibitors; 91,000 compounds, 0.14% hits; AID 1347430, 2020; also: nearly all actives have a fitted effect of over 65% in size
# AID inhibitor: Primary qHTS assay for inhibitors of Activation Induced Cytidine Deaminase (AID): AID signal. 91,000 compounds, 0.32% hits. AID 1347428, 2020. AID deamination FRET fluorescence, UDG-coupled, 4 h. Potency, µM (top dose mostly 115 µM), inactives show at the top dose activity change, negative = inhibition, most hits filed as inhibitors; also: nearly all actives have a fitted effect of over 25% in size
# Target sequence (Q9GZX7 whole entry, looked up): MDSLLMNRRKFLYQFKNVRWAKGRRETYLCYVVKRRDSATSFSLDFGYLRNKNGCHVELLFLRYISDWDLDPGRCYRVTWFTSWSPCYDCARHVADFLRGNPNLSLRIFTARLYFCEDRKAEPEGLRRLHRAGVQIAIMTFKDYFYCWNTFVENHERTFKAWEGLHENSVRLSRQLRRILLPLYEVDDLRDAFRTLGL
# Starred values were filed as active, the others as inactive; ? = inconclusive; & = joins results of further samples; [ ] = dose if it differs, or a comment. Calls follow the shape of the dose curve; as a rule, active = well fitted curve in the direction sought with a large enough effect; inconclusive = small, poorly fitted or top-dose-only effect, or another doubt; inactive = no such curve, though single readings can be large; an effect the other way counts as inactive or inconclusive. % is scaled to controls: 0 for no effect and ±100 for the full control effect; potency is read from the fitted curve at half-maximal effect. Some of the compounds tested; rates above refer to the full screens.
compound | AID inhibitor | UDG counter
Cc1ccc(NC(=O)C2CCCN(S(=O)(=O)c3ccc4[nH]c(=O)oc4c3)C2)cc1 (centres undefined) | -2.1% | 12.0%
COc1cc(OC)c(NC(=O)CCc2c(C)nc3c4c(C)cc(C)nc4nn3c2C)cc1Cl | 0.1% | -17.6%[57.5 µM]
COc1ccccc1N1CCN(S(=O)(=O)c2ccc3c(c2)CCCN3C(C)=O)CC1 | 4.0% | 6.4%
COc1ccc(C(=O)/C=C/c2ccccc2F)cc1CSCC(=O)O | -26.5% | 0.4%
O=C(COC(=O)c1cccc(NC(=O)c2ccc(Br)cc2)c1)c1ccc(Cl)cc1 | 3.3% | 1.2%
CCCOc1ccc(C(N)=O)cc1 | 1.7% | -4.9%
CCOc1ccc(S(=O)(=O)N(CC(=O)NCCSc2ccccc2)c2ccccc2)cc1 | 10.2% | -1.1%
COCCN(CCOC)c1ncnc2c1c(-c1ccccc1)cn2-c1ccc(C)c(Cl)c1 | ? | -8.9%[57.5 µM]
COc1ccc(C(=O)CSc2nc3cc(C(=O)NC4CCCC4)ccc3c(=O)n2CC2CCCO2)cc1 (centres undefined) | 3.1% | 14.6%
O=C(Nc1ccc(C23CC4CC(CC(C4)C2)C3)cc1)c1ccc(Br)cc1 | -13.2% | -9.7%
COc1ccc(OC)c(CCNC(=O)Cn2nc(C)n3c(cc4sccc43)c2=O)c1 | -2.0% | 21.5%
CCOc1cc(OCC)cc(C(=O)Nc2ccc3oc(-c4ccc(OC)c(OC)c4)nc3c2)c1 | -12.2% | -5.2%
O=C(Cn1c(-c2cccs2)cc2cc(F)ccc21)N1CCN(c2cccc(Cl)c2)CC1 | 4.9% | 9.4%
Cc1ccc2oc(=O)n(CCNC(=O)Nc3ccc(C)c(F)c3)c2c1 | -8.9% | -0.9%[57.5 µM]
CCOc1ccc(NC(=O)c2ccc3c(O)c(S(=O)(=O)c4ccc(Cl)cc4)c(=O)[nH]c3c2)cc1 | ? | -5.1%
CC(C)(c1ccc(Oc2ccc(C(=O)O)c(C(=O)O)c2)cc1)c1ccc(Oc2ccc(C(=O)O)c(C(=O)O)c2)cc1 | ? | -8.4%
COc1cccc(-c2oc3ccc(C)cc3c(=O)c2O)c1 | ? | -1.2%
Cc1ccccc1CNC(=O)c1cnc2sc(N3CCC(C)CC3)nn2c1=O | 5.8% | 2.4%
COc1ccc(CNC(=O)CS(=O)Cc2nc(-c3ccc(OC)c(OC)c3)oc2C)cc1 (centres undefined) | -9.2% | 14.0%
CC(C)Cn1c(-c2csnn2)nc2c1c(=O)[nH]c(=O)n2CC(C)C | -5.2% | -11.2%
Cc1ccc(C)c(NC(=O)Cn2c(=O)n(Cc3ccc4c(c3)OCO4)c(=O)c3ccccc32)c1 | 6.1% | -12.0%
CCC(=O)N1c2ccc(S(=O)(=O)CCC(=O)NCc3ccc(OC)cc3)cc2CC1C (centres undefined) | -20.5% | -18.6%
Cc1ccc(NC(=O)CSc2nc(-c3ccco3)nc3cc(=O)[nH]n23)cc1 | 1.7% | 25.6%
CCN(CC)S(=O)(=O)c1ccc(C(C)NCc2sccc2C)cc1 (centres undefined) | -1.6% | 3.7%
COc1cc2[nH]c(C(=O)NCC3CCCO3)cc2c(OC)c1OC (centres undefined) | 5.4% | 6.4%
Cc1ccc(C(c2sc3nc(-c4ccco4)nn3c2O)N2CCC3(CC2)OCCO3)cc1 (centres undefined) | -8.9%&5.5% | 8.1%
Clc1ccccc1CNc1nc2ccccc2c2nc(-c3ccccc3)nn12 | 3.9% | ?
CC(C)(C)C(=O)COC(=O)c1ccccc1Cl | -5.3% | 0.6%
Cc1ccc(NC(=O)C(C)Sc2ccc(C(F)(F)F)cn2)cc1 (centres undefined) | 0.0% | -1.4%
COc1ccc(-c2nc(S(=O)(=O)c3ccccc3)c(N3CCC(C)CC3)o2)cc1 | -25.3%[57.5 µM] | -18.4%[57.5 µM]
COc1ccc(C(=O)Nc2ccc3oc(-c4ccc(F)cc4Cl)nc3c2)cc1 | 1.0% | 13.0%
CCNc1c(NC(=O)NCC2CCCO2)c(=O)oc2ccccc12 (centres undefined) | 2.1% | 4.8%
CCOC(=O)CSc1nc(C)c2ccc(C)cc2n1 | -9.7% | 1.4%
CCCCCc1ccc(-c2ccc(CCC)cc2)nc1 | -4.7% | -4.5%
Cc1ccccc1Cn1c(=O)n(CCCCC(=O)NCCc2ccccc2)c(=O)c2ccccc21 | 20.0% | 0.7%
COc1ccccc1CNC(=O)c1cnc2sc(N3CCOCC3)nn2c1=O | -3.8% | -6.3%
O=C(Nc1cccs1)Nc1ccc(F)cc1F | -9.1% | 3.6%
Cc1ccc(S(=O)(=O)C(C)C(=O)c2ccc(Cl)cc2)cc1 (centres undefined) | 2.9% | 0.0%
Cc1cc(C)c2c(N)c(-c3ccc(C#N)cc3)sc2n1 | 3.9% | 11.9%
O=C(Cn1c(=O)c2c(ncn2Cc2ccccc2)n(Cc2ccccc2)c1=O)NCCc1ccccc1 | -11.2% | 0.0%

# Record cards, from the list above. Order of values: AID inhibitor, UDG counter
# Cc1ccccc1Cn1c(=O)n(CCCCC(=O)NCCc2ccccc2)c(=O)c2ccccc21 as listed: 20.0%, 0.7%
# Cc1ccc(NC(=O)C(C)Sc2ccc(C(F)(F)F)cn2)cc1 (centres undefined) as listed: 0.0%, -1.4%

# Additional results follow.
compound | AID inhibitor | UDG counter
O=C(NCC(c1ccco1)S(=O)(=O)c1cccs1)c1ccccc1F (centres undefined) | 6.9% | -17.9%
CCOC(=O)Cn1nc(C)c(NC(=O)COc2ccc(OC)cc2)c1C | 5.8% | 0.0%
CCc1ccc(C2=NN(CCC(=O)NCCc3ccc(Cl)cc3)C(=O)CC2)cc1 | -15.9% | -8.2%[57.5 µM]
Cc1ccc(CNC(=O)Cn2c(=O)n(Cc3ccc(F)cc3)c(=O)c3sc4ccccc4c32)cc1 | 6.4% | -7.1%
O=C(NC1CCCCC1)c1ccnc(Cl)c1 | -9.5% | -5.5%
Cc1cccc(C(=O)Nc2ccc(S(=O)(=O)N3CCCCC3c3cccnc3)cc2)c1 (centres undefined) | ? | -19.8%
c1ccc(N2CCN(c3ncnc4c3nc3n4CCCCC3)CC2)cc1 | -14.9% | -6.2%
CC(CNC(=O)c1csc2c1CCCCC2)c1ccccc1 (centres undefined) | -1.4% | 4.4%
Cc1ccc2c(COC(=O)C3CCCO3)cc(=O)oc2c1C (centres undefined) | 0.7% | 0.7%
COc1ccc(NC(C)c2nnc(-c3cccs3)o2)c(OC)c1 (centres undefined) | -1.4% | -0.7%
COc1ccc(NC(=O)Cn2c(SCc3cc(C)ccc3C)nc3ccncc32)c(OC)c1OC | -12.2% | 7.8%
Cc1ccc(OCC(=O)Nc2ccccc2C(=O)OCc2cc(=O)n3c(C)csc3n2)cc1 | 180.6%[activator] | 0.2%
Cc1ccc2oc(-c3cccc(NC(=O)c4ccc(C#N)cc4F)c3)nc2c1 | -1.8% | -3.0%
O=C(CSc1nnc(NC(=O)NC2CCCCC2)s1)Nc1ccccc1F | 1.2% | -1.7%
COc1ccccc1C1=NS(=O)(=O)N(C)C(C(=O)Nc2cccc(O)c2)=C1 | 0.7% | -5.0%
CN(Cc1ccc(-c2ccc(Cl)cc2)o1)C(=O)CNC(=O)c1ccccc1 | -22.5% | -12.4%
Cn1c(SCc2ccc(Br)cc2)nc2c([nH]c3ccccc32)c1=O | 20.4% | -0.3%[57.5 µM]
O=C(Nc1ccc(F)cc1F)C1CCN(c2ncccn2)CC1 | ? | 1.6%
Cc1ccc(C2=CC(=O)CC(c3ccccc3)C2)cc1 (centres undefined) | -20.2% | -8.0%
Cc1ccc2c(c1)N(C(=O)Nc1ccc(Br)cc1F)CCO2 | -6.3% | 2.5%
CN(C)c1ccc(CNC(=O)c2nccnc2N)cn1 | -3.6% | -11.9%
Cc1ccc(S(=O)(=O)NC2CC2)cc1C(=O)OCc1nc2ccccc2nc1C | -0.1% | -3.5%
CC(OC(=O)c1n[nH]c(=O)c2ccccc12)C(=O)Nc1c(F)cccc1F (centres undefined) | 0.2% | 0.5%
CCC(C)NC(=O)C(=O)Nc1c2c(nn1-c1ccccc1)CS(=O)(=O)C2 (centres undefined) | 5.4% | 4.7%
Cc1csc(NC(=O)c2nn(C(C)C)c(=O)c3ccccc23)n1 | -4.4% | -9.7%
O=C(Cn1ccc(=O)[nH]c1=O)NC(c1ccc(Cl)cc1)c1cccs1 (centres undefined) | 2.5% | 4.0%
CN1C(=S)SC(C)(C)C1N(O)C=C1C=CC(=O)C=C1 (centres undefined) | -3.4% | -6.4%
CCn1nc(C(=O)Nc2cc(Cl)ccc2Oc2ccc(OC)cc2)c2ccccc2c1=O | 1.7% | 2.8%
Cc1ccc(C(C)(C)C)cc1SC(C(N)=O)c1ccccc1 (centres undefined) | -21.3% | -12.0%
CCOC(=O)c1[nH]c(C=O)c(CC)c1C | -3.5% | -3.0%
Cc1cccc(C)c1OCCCn1c(CCNC(=O)C2CCCCC2)nc2ccccc21 | ? | -13.0%
Cc1ccc(C)c(N2C(=O)N(Cc3cccc(C(F)(F)F)c3)c3ccccc3S2(=O)=O)c1 | -10.8% | -4.9%
Cc1cccc(-c2nc(SCc3cc(=O)c4cccc(F)c4[nH]3)n[nH]2)c1 | -5.5% | -6.0%[57.5 µM]
Cc1cc(SCC(NC(=O)c2ccccc2)C(=O)O)c2cc(Br)ccc2n1 (centres undefined) | 3.7% | 0.4%
Cc1ccc(C(=O)n2nc(C)c(S(=O)(=O)N3CCCCCC3)c2C)cc1C | -2.0% | -0.2%
Fc1ccc(-c2cc(-c3nc(-c4ccccc4)no3)[nH]n2)cc1 | 0.4% | -11.4%
COC(=O)c1ccc(NC(=O)Cn2c(=O)nc(-c3ccccc3)c3ccccc32)cc1 | 11.3% | 2.5%
COc1cccc(CSc2nc3n(n2)C(c2cccs2)C(C(=O)Nc2ccccc2C)=C(C)N3)c1 (centres undefined) | 0.3% | -17.0%[57.5 µM]
COc1ccc(-c2cc(C(F)(F)F)nc(SCC(=O)Nc3ccc(O)cc3)n2)cc1OC | 32.6%[activator] | 8.4%
COc1ccccc1Nc1nn2c(=O)c3ccc(C(=O)Nc4ccc(F)cc4)cc3nc2s1 | 22.0% | -1.8%
Cn1c(CC(=O)Nc2ccccc2)nnc1SCC(=O)c1ccc(C#N)cc1 | -9.9% | 9.2%
Cc1ccc(-c2nc(SCC(=O)NCC3CCCO3)c(-c3ccc(C)cc3)[nH]2)cc1 (centres undefined) | 0.0% | 11.5%
Cc1ccc(CC(=O)NCCc2ccccn2)cc1 | -1.2% | 3.2%
CCCC(=O)Nc1ccc2oc(-c3ccc(OC)c(Cl)c3)nc2c1 | 1.0% | -8.1%
Cc1ccc2c(c1)N(CC(=O)Nc1ccccc1C(F)(F)F)C(=O)c1cccnc1O2 | -9.5% | 18.9%
COCCCn1c(SCC(=O)Nc2ccc(OC)cc2)nc2c(sc3ccccc32)c1=O | 22.9% | -17.8%
CCOc1ccc(-c2nc(C#N)c(NCc3ccc(Cl)cc3)o2)cc1 | -8.6% | -0.6%
N#C/C(=C\c1ccc2c3c(cccc13)CC2)c1nc2ccccc2[nH]1 | 33.2%[activator] | 1.4%
Cn1c(=O)c2c(-c3ccccc3)n3c(c2n(C)c1=O)C(c1ccco1)Nc1ccccc1-3 (centres undefined) | -1.2% | 0.0%
O=C(Nc1ccc(Br)cc1)c1ccc2c(c1)CCC2 | -1.7% | -10.8%
CCC(C(=O)N1CCN(c2ccccc2)CC1)n1nc(C)c2sc3ccccc3c2c1=O (centres undefined) | ? | ?
COCCCNC(=O)CCn1ccc2cc(S(=O)(=O)N3CCCCC3)ccc21 | -6.0% | 0.0%
CCCCn1cc2c(c1-c1ccccc1Br)c(=O)n(C)c(=O)n2C | ? | 8.4%
O=C(Cn1c(=O)c2c(ncn2C2CCCC2)n(Cc2ccccc2)c1=O)NCc1ccco1 | -9.0% | 7.9%
Cn1nc(C(=O)OCc2nc(-c3cccc(F)c3)no2)c2ccccc21 | -14.3% | 5.6%
CC(C)NC(=O)NC(=O)CN(C)Cc1cccc(F)c1 | 6.0% | 12.4%
CCOC(=O)C1CCN(C(=O)c2cc(-c3cccc(OC)c3)n[nH]2)CC1 | 1.3% | 6.3%
COc1cccc(NC(=O)c2cc[n+]([O-])cc2)c1 | 5.0% | -7.5%
C#CC(CC)(CC)NC(=O)c1cc(Cl)c(OC)c(OC)c1 | -10.0% | 2.1%
Cc1ccc(NC(=O)C2Cc3ccccc3O2)cc1S(N)(=O)=O (centres undefined) | -1.6% | -5.4%

# Next section.
compound | AID inhibitor | UDG counter
COc1ccc(NC(=O)c2cc3c(s2)-c2c(C)cccc2OC3)cc1Cl | 14.6% | -16.8%
COCCn1c(COc2ccccc2-c2ccccc2)n[nH]c1=S | 0.1% | 4.3%
Cc1ccc(-n2nnnc2SCc2ncc(-c3ccccc3)o2)c(C)c1 | -16.2% | -5.2%
Cn1cc(CCCC(=O)NCc2cccc(Br)c2)c2ccccc21 | ? | -8.4%[57.5 µM]
O=C(CCCCCn1c(=O)[nH]c2ccccc2c1=O)NCc1ccc(Cl)cc1 | ? | 0.0%
O=C(O)c1cc(-c2ccncc2)nc2ccc(F)cc12 | 8.4% | -1.4%
Cc1cccc(NC(=O)CSc2nc3ccccc3c3nc(CCc4c(C)n[nH]c4C)nn23)c1 | -8.6% | -0.5%
COc1ccc(Cl)cc1C(=O)NCc1ccc(-c2nc3ncccc3o2)cc1 | -2.1% | 2.3%
O=C(CCCc1c[nH]c2ccccc12)Nc1ccc2ncccc2c1 | -3.3% | -1.0%

# Screening data as filed in PubChem.
